Screens from PubChem.
RBX1-CUL1 inh = human ROC1-CUL1 E3 ligase inhibition; in vitro K48 di-Ub FRET, acceptor:donor ratio, 45 min; inhibition, % at 10 µM; hit rate 0.6% among 140,000; AID 1347404; in the data active means inhibition above about 25%
Target sequence (P62877 whole entry, looked up): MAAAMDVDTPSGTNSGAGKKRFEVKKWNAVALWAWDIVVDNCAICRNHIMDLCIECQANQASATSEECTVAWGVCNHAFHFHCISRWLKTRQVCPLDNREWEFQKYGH
Target sequence (Q13616 whole entry, looked up): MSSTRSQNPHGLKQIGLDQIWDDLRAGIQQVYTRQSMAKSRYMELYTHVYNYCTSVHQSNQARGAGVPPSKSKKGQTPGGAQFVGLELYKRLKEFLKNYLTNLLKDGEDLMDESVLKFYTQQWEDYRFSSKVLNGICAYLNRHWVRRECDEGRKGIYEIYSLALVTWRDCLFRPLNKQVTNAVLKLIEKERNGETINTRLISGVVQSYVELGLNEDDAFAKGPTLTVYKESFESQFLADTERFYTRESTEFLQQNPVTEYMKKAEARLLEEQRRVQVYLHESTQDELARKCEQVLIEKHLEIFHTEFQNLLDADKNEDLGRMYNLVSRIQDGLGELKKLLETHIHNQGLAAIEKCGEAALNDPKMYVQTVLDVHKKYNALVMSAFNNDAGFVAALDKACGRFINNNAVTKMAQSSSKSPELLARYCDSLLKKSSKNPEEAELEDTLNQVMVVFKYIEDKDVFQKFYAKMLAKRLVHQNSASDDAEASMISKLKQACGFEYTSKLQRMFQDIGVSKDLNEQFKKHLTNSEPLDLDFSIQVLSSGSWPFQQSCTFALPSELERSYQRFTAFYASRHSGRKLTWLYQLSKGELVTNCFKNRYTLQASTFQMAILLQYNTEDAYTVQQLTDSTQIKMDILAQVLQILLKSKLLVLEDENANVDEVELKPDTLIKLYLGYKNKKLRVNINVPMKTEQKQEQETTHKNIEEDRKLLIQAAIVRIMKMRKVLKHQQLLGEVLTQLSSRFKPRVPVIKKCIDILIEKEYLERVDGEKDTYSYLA
Starred values were filed as active, the others as inactive. These rows are one share of the data; count on the stated rates, not on these rows.

molecule	RBX1-CUL1 inh
COc1cccc(CC(C2CCN(C(=O)CCC3CCCCC3)CC2)N(C)C(=O)c2cccnc2)c1 (stereo unspecified)	-0.5
COCC(C)NCc1ccccc1C (stereo unspecified)	-5.3
O=C1CC2CS(=O)(=O)CC2N1c1ccc(OC(F)(F)Cl)cc1 (stereo unspecified)	-12.2
N#CC1(c2ccc(OCc3ccccc3)cc2)CCC(=O)N1c1ccccc1 (stereo unspecified)	3.3
O=S(=O)(c1ccc2nc(N3CCN(c4ccccc4)CC3)ccc2c1)N1CCCCC1	1.3
CC12CCC(C(=O)Nc3cccc(NC(=O)C45CCC(C)(C(=O)O4)C5(C)C)n3)(OC1=O)C2(C)C	7.7
CC(C)Oc1ccc(C(=O)N2CCC(C(Cc3ccc(F)cc3F)N(C)C(=O)C3CC3)CC2)cc1 (stereo unspecified)	7.0
Cc1nn(Cc2ccc(C(=O)N/N=C/c3ccc(F)cc3)cc2)c(C)c1Br	-7.6
CC(=O)NS(=O)(=O)c1cnccc1Sc1cccc(C(F)(F)F)c1	1.8
CCn1c(SCC(=O)N/N=C/c2c(O)ccc3ccccc23)nc2ccccc21	3.9
NC(=Nc1ccccc1)N=C1N=C2CCCC2C(=O)N1 (stereo unspecified)	6.5
O=C(NCc1cccnc1)c1ccc(COc2ccc(Cl)cc2)cc1	1.0
CCCCC(=O)Nc1cc(Cl)c(Cl)cc1NCC	-0.2
C(#CCN1CCN(Cc2ccccc2)CC1)COCCOCc1ccccc1	4.2
CCOC(=O)c1ccccc1NC(=O)CCc1c(C)nc2c(c1C)c(=O)n(C)c(=O)n2C	3.8
CCOc1ccc(CNC(=O)c2ccc3c(c2)nnn3C2CCCC2)cc1	5.5
Cc1cccnc1NC(=O)CSc1nnc(Cc2ccccc2)o1	-5.0
COc1ccc2c(c1)c1c(c(=O)n(-c3cccc(Cl)c3)c(=O)n1C)n2C	-0.4
Cc1cccc(C(=O)NC(Nc2ncc(C)s2)(C(F)(F)F)C(F)(F)F)c1	1.9
COc1ccccc1CCNC(=O)c1ccc(-c2nc(CSc3ccc(C)cc3)c(C)o2)cc1	0.1

4 of these compounds, reformatted:
compound: CC(C)Oc1ccc(C(=O)N2CCC(C(Cc3ccc(F)cc3F)N(C)C(=O)C3CC3)CC2)cc1 (stereo unspecified)
  RBX1-CUL1 inh: 7.0

compound: Cc1nn(Cc2ccc(C(=O)N/N=C/c3ccc(F)cc3)cc2)c(C)c1Br
  RBX1-CUL1 inh: -7.6

compound: CC(=O)NS(=O)(=O)c1cnccc1Sc1cccc(C(F)(F)F)c1
  RBX1-CUL1 inh: 1.8

compound: CCn1c(SCC(=O)N/N=C/c2c(O)ccc3ccccc23)nc2ccccc21
  RBX1-CUL1 inh: 3.9

Next entries follow:
molecule	RBX1-CUL1 inh
Cc1cccnc1NCN1C(=O)[C@@H]2C3CCC(O3)[C@@H]2C1=O	-1.5
O=C(Nc1cccc2cccnc12)C1CCCC1	0.2
CC(C)=CC(=O)N1CCCC(Nc2ccccc2)C1 (stereo unspecified)	3.7
COCC(=O)Nc1cnn(-c2cccc(C(=O)N3CCc4c([nH]c5ccccc45)C3C(C)C)c2)c1 (stereo unspecified)	2.1
CCOC(=O)c1c(NC(C)=O)sc(CC)c1Br	2.3
COc1ccccc1-c1cc(C(F)(F)F)n2nc(C(=O)N(C)c3ccc(OC(F)(F)F)cc3)c(Cl)c2n1	4.2
COc1ccc(Cc2nc3ccc(C(=O)NCc4ccc(OC)cc4OC)cc3o2)cc1	-4.1
CCN(CC)S(=O)(=O)c1ccc(NC(=O)NCc2noc3ccc(C)cc23)cc1	1.0
Cc1ccc(OCC(=O)N(Cc2ccco2)Cc2ccco2)cc1C	-3.7
NS(=O)(=O)c1ccc(NCc2c(Cl)cccc2Cl)cc1	4.4
O=C(COC(=O)c1ccco1)c1ccc(-c2ccccc2)cc1	-1.4
CC(=O)c1sc2c(c1C)c(=O)n(-c1ccc(Cl)cc1)c(=O)n2Cc1ccc(Cl)cc1	-0.7
CCCCN(C(=O)c1ccncc1)c1ccccc1C(=O)O	13.9
CC(=O)N1C=Cc2ccccc2C1C1c2ccccc2C=CN1C(C)=O (stereo unspecified)	8.9
Cc1cc(=O)cc(-c2ccccc2)n1-c1ccccc1	6.8
Cc1nc(N2CCN(C)CC2)nc2c1C(=O)CC(c1ccc(F)cc1)C2 (stereo unspecified)	10.6
CCn1c(=O)c2c(nc3n(-c4cccc(OC)c4)c(C)cn23)n(C)c1=O	-4.6
CC(Cc1ccccn1)NC(=O)c1coc(COc2ccc(F)cc2)n1 (stereo unspecified)	4.0
COc1ccc(-c2oc3ncn4nc(COc5cccc(C)c5C)nc4c3c2-c2ccc(OC)cc2)cc1	2.6
Cc1ccc(CS(=O)(=O)c2ncc(Cl)c(C(=O)Nc3nnc(C(C)C)s3)n2)cc1	2.0
N#Cc1nc(-c2ccccc2)cnc1N1CCCCC1	0.7
CCCCC(CC)CNC(=O)c1ccc2c(=O)n(Cc3ccc(OC)cc3)c(=O)[nH]c2c1 (stereo unspecified)	-3.1
CCC(O)c1cc2c(cc1NC(=O)c1ccccc1F)OCCO2 (stereo unspecified)	-6.6
CN(C)CCSc1nc(-c2ccccc2)nc2c1CCC2	-0.4
CCOc1ccc(C2CSC(Nc3ccccc3)=N2)cc1 (stereo unspecified)	-3.7
Nc1nc(CN2CCCCCC2)nc(Nc2ccccc2)n1	2.9
Cc1cccc2c1-c1sc(C(=O)N3CCN(c4cccc(Cl)c4)CC3)cc1CO2	0.8
COc1cc(CNC2CC2)cc(Cl)c1OCC(N)=O	-11.4
O=C1c2[nH]nc(-c3ccc(F)cc3)c2C(c2ccccc2F)N1c1ccccc1 (stereo unspecified)	-2.2
CC(CCc1ccccc1)NC(=O)CSc1n[nH]c(-c2ccc(F)cc2)n1 (stereo unspecified)	5.2
CC(=O)Nc1nonc1-c1nnc(SCc2ccccc2)n1C	0.1
CCC(C)NC(=O)c1[nH]c2cc(OC)ccc2c1Sc1ccc(C)cc1 (stereo unspecified)	1.0
Cn1c(=N)n(CC(=O)O)c2ccccc21	-6.0
CCS(=O)(=O)N1CCC(C(=O)Nc2cc(C)cc(C)c2)CC1	-0.3
CC12CCC(C(=O)NCCN3CCCCC3)(C(Br)C1=O)C2(C)C (stereo unspecified)	0.8
CCOc1ccc(C(=O)c2cn(CC(=O)Nc3cc(OC)cc(OC)c3)c3ccc(F)cc3c2=O)cc1	-17.0
CCOc1ccc(Cl)cc1CSc1ncn[nH]1	0.7
CCc1cccc(C)c1NC(=O)C(CC)Sc1nncn2c1cc1occc12 (stereo unspecified)	6.2
CCOC(=O)C1=C(C)N=c2s/c(=C/c3cc4ccccc4n3Cc3ccc([N+](=O)[O-])cc3)c(=O)n2C1c1ccc(OC)cc1 (stereo unspecified)	7.9
CCN(CC)c1ccc(/C=C2/C(=O)NN(c3cccc(C(F)(F)F)c3)C2=O)cc1	0.6
COc1ccnc(CSC(N)=Nc2cccc(C(F)(F)F)c2)c1	-9.6
Cc1ccc(C)c(NC(=O)Cn2c(=O)n(CCC(C)C)c(=O)c3cccnc32)c1	0.6
CCn1ccnc1CN(C)c1nncc(-c2cc(OC)c(OC)c(OC)c2)n1	2.0
CN(CCc1ccccn1)C(=O)c1cc(NC(=O)CC2CCCC2)cc2nc(C3CCCO3)n(C)c12 (stereo unspecified)	6.7
CCOc1ccc(C2NC(=S)NC(C)=C2C(=O)Nc2ccc(C)cc2)cc1Br (stereo unspecified)	-2.9
CC(=O)c1nn(-c2ccc(C)cc2)cc1C(=O)c1cccc(Br)c1	-0.3
Cc1ccc(CC(=O)N2CCc3ccccc3C2)cc1	-6.2
CC(C)CN(CCCNC(=O)Cn1ncc2c3ccccc3n(C)c2c1=O)CC(C)C	-2.5
CC(=O)Nc1ccc(/C=C/c2noc(-c3ccccc3O)n2)cc1	6.3
CC(=O)c1nn(-c2cccc(Br)c2)c(-c2cccs2)c1C#N	2.9
O=C(COC(=O)c1ccc(NC(=O)c2cc(=O)[nH]c3ccccc23)cc1)c1ccc(Cl)cc1	-2.8
COc1cc(NC(=O)C2CCN(S(=O)(=O)c3c(C)noc3/C=C/c3ccccc3F)CC2)cc(OC)c1OC	-4.2
O=C(NC(=S)Nc1ccc(CN2CCOCC2)cc1)c1ccc(F)cc1	9.9
COc1ccc(-c2nc(CSCC(=O)NCc3ccccc3Cl)c(C)o2)cc1OC	6.2
C=CCOc1ccccc1NC(=O)c1ccc(Cl)cc1	4.6
CCN(CC)c1ccc(/C=C2\SC(=Nc3ccc(C)cc3)N(c3ccc(C)cc3)C2=O)cc1	2.0
CCC(C)n1c(C)c(C)n2c3c(=O)n(CCC(C)C)c(=O)n(C)c3nc12 (stereo unspecified)	9.2
Cc1onc(-c2c(Cl)cccc2Cl)c1C(=O)N1CCN(c2ccccc2)CC1	-2.1
CC1=Cc2ccccc2C(C#N)N1S(=O)(=O)c1ccccc1 (stereo unspecified)	0.9
COc1ccccc1C(=O)OCc1cc(=O)n2c(C)csc2n1	-0.6

Later entries:
molecule	RBX1-CUL1 inh
CCn1ccnc1CN(C)C(=O)c1cc(COc2cncc(Cl)c2)on1	6.9
Cc1cccc(-c2nnc(-c3ccccc3)n2-c2ccccc2)c1	-8.2
CSc1cc(C)n(-c2ccccc2)c(=S)c1C(C)=O	0.5
N#CC1(C#N)[C@H](C(N)=O)[C@H]1c1ccccc1Cl	6.6
Cc1c(Cl)cccc1NC(=O)c1cc(-c2cccc(Cl)c2)on1	-5.5
COc1ccccc1CNC(=O)c1cc2c(s1)-c1ccc(Cl)cc1SC2	-7.9
CC(C)(C)OC(=O)N1CCCN(C(=O)OC(C)(C)C)CC1	8.3
COc1cc(/C=C2\C(=O)NC(=S)N(c3ccccc3F)C2=O)c(Br)cc1O	10.6
Cc1ccc(C)c(N2CCN(C(=O)CCS(=O)(=O)c3cc4c(cc3Cl)NC(=O)CO4)CC2)c1	2.6
COCCOC(=O)Cn1nnc2sc(-c3ccccc3)cc2c1=O	6.8
COC(=O)C1NC(c2ccc(F)cc2)(c2ccc(F)cc2)C2C(=O)N(c3ccc(F)cc3)C(=O)C12 (stereo unspecified)	8.2
CC1=Nc2ncnn2C(c2cccn2C)C1C(=O)Nc1ccccc1 (stereo unspecified)	-1.9
Cc1cccc(NC(=O)CN(C2CCCCC2)S(=O)(=O)c2ccc(Cl)cc2)c1	-3.2
O=C(C1c2ccccc2Oc2ccccc21)N1CCN(c2ncccn2)CC1	-2.5
Clc1ccc(-c2n[nH]c3c2oc2ccccc23)cc1	-3.0
CC(=O)CC1(O)C(=O)N(CN2CCOCC2)c2ccc(Br)cc21 (stereo unspecified)	3.3
CCCC12C(=O)C(C)(C(c3ccccc3)=C1c1ccccc1)C1C(=O)N(c3ccc(C)c(Cl)c3)C(=O)C12 (stereo unspecified)	-7.6
CC(C)c1ccc(NC(=O)C2CCN(S(=O)(=O)c3cccc4nsnc34)CC2)cc1	-8.4
CCOC(=O)c1cccc(NC(=O)CSc2nc3cc4ccccc4cc3[nH]2)c1	-2.3
O=C(CSc1nc2ccc(Nc3nc(N4CCCC4)nc(N4CCCC4)n3)cc2s1)NCc1ccco1	-2.3
COc1ccc(N2CC(NC(=O)/C=C\c3ccc(OC)c(OC)c3)CC2=O)cc1 (stereo unspecified)	-7.1
Cc1cc(C)cc(OC(C)C(=O)Nc2c(C(=O)c3ccccc3)oc3ccccc23)c1 (stereo unspecified)	0.2
Cc1nnc(-n2ncc(C#N)c2N)c2nn(-c3cccc(Cl)c3)c(C)c12	-3.6
O=C(CSc1nc2ccccc2o1)c1ccccc1	0.4
CN(C)CCC(O)(c1ccc(F)cc1)c1ccc(F)cc1	4.7
COc1cc(-c2nnc(SCC(=O)OC3CCCCC3)n2-c2ccccc2)cc(OC)c1OC	6.5
O=C(NC(=S)Nc1ccc(S(=O)(=O)Nc2nccs2)cc1)c1ccco1	-3.7
COc1ccc(C(Nc2ccccn2)c2ccc3cccnc3c2O)cc1Br (stereo unspecified)	-0.2
O=C(N1CCC[C@H]1CO)C1(N2CCCCC2)Cc2ccccc2C1	3.7
Cc1ccc(C)c2nc(-c3ccccc3)c(-c3ccccc3)nc12	-6.1
CCCN(C(=O)c1cc2c(=O)oc3ccc(C)cc3c2s1)c1ccc(OCC)cc1	4.1
CC(=O)Oc1c(Cl)cc(N(C(C)=O)S(=O)(=O)c2ccc(C)cc2)cc1Cl	-0.6
CSCCC(=O)N1CCC(C2CCN(Cc3cccnc3)CC2)C1 (stereo unspecified)	8.7
COc1ccc(S(=O)(=O)N2CCC(C(=O)NCc3cccnc3)CC2)cc1Cl	-1.6
COc1cccc(/C=C2\SC(=Nc3cccc(C)c3)NC2=O)c1OC(C)C	-1.9
CC(=O)Nc1ccc(OCC(O)Cn2c3ccc(Br)cc3c3cc(Br)ccc32)cc1 (stereo unspecified)	-6.9
O=S(=O)(Nc1cccc(N2CCOCC2)c1)c1ccc2ccccc2c1	4.9
CCn1cc(C(=O)N2CCN(c3cc(Cl)ccc3C)CC2)c(=O)c2cc(S(=O)(=O)N3CCCCC3)ccc21	-6.0
CCc1ccc(S(=O)(=O)c2cnc3ccc(OC)cc3c2N2CCCC(C)C2)cc1 (stereo unspecified)	-1.3
CCSc1nnc2n(Cc3ccccc3)c(=O)c3c(n12)-c1ccccc1CC31CCCCC1	8.2
CN(C)CCN(Cc1ccco1)S(=O)(=O)c1cc2c(cc1Cl)NC(=O)CO2	-5.1
Cc1ccc(C(=O)NC2c3ccccc3Oc3ccccc32)cc1	-10.7
CN1C(=O)Cc2cc(S(=O)(=O)NCc3ccc(Cl)cc3)ccc21	1.7
Cn1nnnc1SCCNC/C=C/c1ccccc1	-2.5
O=S(=O)(Nc1cccnc1)c1ccc2c(c1)OCCO2	-5.8
